Screens as filed in PubChem BioAssay.
SV40 large T antigen – SV40 large T antigen inhibitors, biochemical (AID 1903); SV40 large T antigen ATPase/helicase inhibition assay; higher % means a stronger effect; hit rate 0.39% among 310,000; one-dose inhibition, % at 20 µM; IC50 in µM for titrated hits; in the data active means a potency from the dose series; inconclusive means inhibition mostly from about 32% at the one dose, without a potency; inactive means the rest, 99 in 100 with inhibition below about 32%; further: strong numbers were not always called active
RSV antiviral HEp-2 – RSV antiviral activity via CPE protection, HEp-2 cells, primary 10 µM value included (AID 2391); HEp-2 cells, RSV-induced CPE inhibition; higher % means a stronger effect; CPE inhibition, % at 10 µM; hits with a dose series show IC50 in µM; hit rate 0.13% among 310,000; in the data active means a potency from the dose series; inconclusive means CPE inhibition mostly from about 23% at the one dose, without a potency; inactive means the rest, 99 in 100 with CPE inhibition below about 21%; further: strong numbers were not always called active
Yfh1-depleted yeast – enhancers of respiration in Yfh1-depleted yeast, dose response, Friedreich's ataxia, plus single-dose screen (AID 1465). S. cerevisiae Yfh1-off respiration, WST-1 reduction, 72 h; higher fold induction means a stronger effect. fold induction at 50 µM, or EC50 in µM where a hit was titrated. hit rate 0.074% among 220,000;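 active means fold induction of absorbance versus untreated yeast above a set limit, then at least 30% activation at any dose in follow-up; inconclusive means repeats straddling the limit, or above it without dose testing; inactive means fold induction below the set limit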;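 further: activators that raise dye reduction in frataxin-depleted yeast; strong numbers were not always called active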
UTI89 phage lysis – inhibition of K1F phage lysis, E. coli UTI89, bacterial capsule biogenesis inhibitors, alamar blue (AID 488966). hit rate 0.02% among 340,000. E. coli UTI89 K1F phage lysis, alamar blue, 2 h; higher % means a stronger effect. inhibition, % at 100 µM, or IC50 in µM where a hit was titrated;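 active means phage lysis inhibition, versus mean bacterial control, above a set limit; inconclusive means no clear call, values can overlap the other calls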;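 further: capsule biogenesis inhibitors block K1F phage lysis so surviving cells raise fluorescence; higher fluorescence means more inhibition of phage lysis; actives were called in the ten point dose series up to 300 µM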
WT yeast gro inh – growth inhibition of WT yeast, mitochondrial fusion screen; mitochondrial fusion phenotypic screen, WT strain; inhibition, % at 10 µM; AID 1362; hit rate 2.1% among 190,000; in the data active means inhibition above about 58%; tested in S. cerevisiae
XIAP displacement – small molecules displacing peptide from XIAP – biochemical, IAP family, fluorescence polarization (AID 1018). XIAP BIR domain, fluorescence polarization peptide displacement; higher % means a stronger effect. displacement, % at 20 µM, or IC50 in µM where a hit was titrated. hit rate 0.007% among 200,000; in the data active means displacement above about 50%; further: a part of the inactive calls stands beside numbers as strong as those of hits
ER stress rescue – rescue of cells from ER stress-induced death, primary screen, 384-well, CSM14.1, thapsigargin, ATP luminescence (AID 1222); CSM14.1 thapsigargin-induced death rescue, ATP luminescence; higher % means a stronger effect; cellular ATP content (survival), % at 20 µM, or EC50 in µM where a hit was titrated; 190,000 tested, under 10 active;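 active means EC50 below 50 µM in the dose-response confirmation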;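 further: death triggered by thapsigargin at about 15 µM added after 2 h compound pretreatment; cell ATP read after overnight thapsigargin exposure of roughly 18 to 22 hours; normalized against plate controls of thapsigargin alone and 5% DMSO vehicle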
West Nile virus CPE – West Nile virus antiviral activity, cell-based, CPE readout (AID 1621). CPE inhibition, % at 10 µM, or IC50 in µM where a hit was titrated. West Nile virus-infected cells, CPE inhibition; higher % means a stronger effect. hit rate 0.02% among 290,000; in the data active means a potency from the dose series; inconclusive means CPE inhibition mostly from about 3.7% at the one dose, without a potency; inactive means the rest, 99 in 100 with CPE inhibition below about 2.2%; further: strong numbers were not always called active
Dengue-2 NS5 capping – flavivirus cap methylation enzyme inhibition – biochemical, confirmation dose response, primary screen (AID 588689); Dengue-2 NS5 methyltransferase capping enzyme assay, biochemical; higher % means a stronger effect; inhibition, % at 25 µM; hits with a dose series show IC50 in µM; hit rate 0.3% among 340,000; in the data active means a potency from the dose series; inconclusive means inhibition above about 29% without an active follow-up result
WT yeast gro inh mutant strain – second read-out of WT yeast gro inh, no call of its own (marks repeat the call); inhibition, %; mitochondrial fusion phenotypic screen, mutant strain inhibition
Dengue-2 NS5 capping pilot replicate – recorded beside Dengue-2 NS5 capping, whose call it bears; inhibition, %; measured here: pilot screen replicate inhibition
Active calls of the source: *; i = inactive; ? = inconclusive; nt = not tested or not shown; [ ] = dose if it differs, or a comment.

SMILES | SV40 large T antigen | RSV antiviral HEp-2 | Yfh1-depleted yeast | UTI89 phage lysis | WT yeast gro inh | WT yeast gro inh mutant strain | XIAP displacement | ER stress rescue | West Nile virus CPE | Dengue-2 NS5 capping | others
Cn1c(=O)oc2cc(S(=O)(=O)NCCN3CCc4ccccc4C3)ccc21 | 3.6% | 2.6% | i | 2.9% | -1.7 | 4.0 | 1.7% | -0.9% | -0.4% | 1.4%
Cc1ccc(-n2ncc3c(=O)[nH]c(SCC(=O)N4CCOCC4)nc32)cc1 | 22.5% | 2.2% | nt | 5.1% | 8.5 | 14.6 | -0.3% | -2.9% | nt | 2.5%
Cc1nn(Cc2ccccc2Cl)c(C)c1NC(=O)c1cc(-c2ccc(F)cc2)on1 | 3.6% | 1.8% | i | -1.6% | -8.4 | -18.6 | -2.3% | -2.7% | -1.0% | -8.8%
N/N=c1\sc2ccccc2n1-c1ccccc1 | 1.1% | 3.9% | i | 4.6% | 29.1 | 9.7 | -5.0% | 0.6% | 0.4% | -4.0%
O=C1c2cccc3cc([N+](=O)[O-])cc(c23)C(=O)N1CCN1CCCC1 | nt | nt | i | 0.0% | nt | nt | nt | nt | 2.9% | ?
CCc1ccc(NC2CC(=O)N(CCc3ccc(OC)c(OC)c3)C2=O)cc1 (stereo unspecified) | 15.1% | 3.4% | i | 0.1% | 0.9 | -3.0 | -9.6% | 0.2% | -1.5% | -3.0%
CCOc1ccc(S(=O)(=O)NCc2ccccn2)c(C)c1C | 13.9% | -1.0% | nt | -0.1% | nt | nt | nt | nt | -0.9% | -3.3% | Dengue-2 NS5 capping pilot replicate=2.4
Cc1cc(C(=O)Nc2cccc(/C=C/C(=O)O)c2)c(C)o1 | 13.2% | 1.7% | i | -0.4% | 3.5 | 11.2 | -3.8% | -2.3% | -0.5% | -1.6%
Cc1cc(C)c(S(=O)(=O)c2ccccc2)c(Cl)n1 | 0.0% | 1.9% | i | 1.5%[50 µM] | -12.7 | -6.3 | -1.9% | -1.1% | -0.1% | 3.4%
CC1(C)C(=O)OC(c2cccn2-c2ccc([N+](=O)[O-])cc2)C2(CCCCC2)C1=O (stereo unspecified) | 1.7% | 3.4% | i | -0.2% | -23.1 | -4.1 | -3.8% | 0.6% | -0.4% | -7.4%
Nc1ccccc1S(=O)(=O)NCCCCc1ccccc1 | 5.8% | -0.7% | nt | -0.1% | nt | nt | nt | nt | -0.3% | -1.4%
Cc1cc(=O)[nH]c(SCc2cccc3cccnc23)n1 | 10.2% | 4.1% | i | -0.3% | -15.1 | 5.9 | -0.3% | -0.3% | -0.9% | 0.8%
CC(C)CC(NC(=O)C1CCC(C)CC1)C(=O)Nc1ccccn1 (stereo unspecified) | 10.1% | 0.5% | i | 0.2% | 15.3 | 14.2 | 0.0% | -1.5% | -1.1% | -10.6%
O=C(CSc1ccccc1)N1CCc2ccccc21 | 1.4% | 4.1% | i | 0.2% | -6.6 | -8.1 | -18.7% | -3.0% | -0.1% | -5.5%
COc1cc(-c2nc3oc4ccccc4c(=O)c3c(=O)n2Cc2ccco2)cc(OC)c1OC | 6.1% | 44.8% | i | 0.3% | -2.2 | -2.2 | -0.2% | -2.4% | 0.4% | -3.2%
Cc1nc2ccccc2n1CC(=O)NC1CCCCCC1 | 4.3% | 4.3% | i | 4.5% | nt | nt | nt | nt | -0.3% | -4.6%
O=C(Nc1ccccc1-c1ccccc1)c1ccc(NC(=O)c2ccco2)cc1 | 15.3% | -0.1% | i | 1.2% | nt | nt | -0.3% | -2.8% | -0.5% | -8.7%
O=C(NCc1ccccc1)Nc1cccn(Cc2ccccc2Cl)c1=O | -1.1% | 16.3% | i | 0.3% | 15.7 | 8.6 | -3.6% | 1.4% | -0.8% | -1.6%
COc1ccc(Br)cc1CN(C)CC(=O)Nc1ccccc1Cl | 18.7% | 2.8% | i | 6.8% | 67.1* | 16.6* | -5.0% | 0.6% | -0.9% | 2.2%
CCc1cccc(C)c1NC(=O)c1ccoc1C | 5.7% | 0.3% | i | 0.3% | -12.8 | -5.5 | -2.4% | 0.0% | 0.5% | 2.5%
Cc1cc(C)cc(NS(=O)(=O)c2ccc3c(c2)C(C)(C)C(=O)N3C)c1 | nt | 1.9% | nt | -0.9% | nt | nt | nt | nt | -0.4% | -1.4%
COc1ccc(C)cc1NS(=O)(=O)c1ccc(NS(=O)(=O)c2ccc(NC(C)=O)cc2)cc1 | 10.6% | -2.1% | i | -4.0% | -4.9 | -6.3 | -10.6% | -2.6% | 0.6% | -2.0%
COc1ccc(NC(=O)c2ccccc2NC(=O)COc2ccccc2)cc1 | 12.1% | 0.8% | i | 0.0% | -1.9 | -5.2 | -2.2% | -2.8% | 0.2% | -4.9%
CCOC(=O)N1CCN(Cc2nc(Cc3cccc(F)c3)no2)CC1 | -4.2% | 0.1% | i | 0.1% | 0.5 | 1.5 | -7.6% | -0.2% | -0.1% | -8.2%
CCOc1cc(CNCc2ccccn2)ccc1OCC(=O)NC1CCCCC1 | -2.5% | 0.4% | i | 1.1% | -5.5 | 2.3 | -0.5% | -0.5% | -0.4% | -2.2%
Cc1ccc(-c2cc(N)n(-c3ccc(F)cc3)n2)cc1 | -1.3% | 1.2% | i | -0.2% | 20.3 | 13.6 | -4.6% | -0.5% | 0.1% | -1.5%
S=C(Nc1ccccc1Cl)N(Cc1ccccc1)Cc1cccnc1 | 2.7% | 2.5% | i | 0.2% | -2.5 | 3.3 | -5.4% | -1.2% | -1.8% | -6.6%
CC(C)c1ccc(CNc2ncc(Br)cn2)cc1 | 4.5% | 0.1% | nt | 0.9%[50 µM] | nt | nt | nt | nt | -0.6% | -2.6%
CC(C)(C)NC(=O)CN(Cc1ccco1)C(=O)CCC(=O)Nc1nccs1 | 8.5% | 2.8% | nt | -0.1% | nt | nt | nt | nt | -0.4% | -0.8%
O=C(NC1CC1)c1ccc(NS(=O)(=O)c2ccccc2)cc1 | 7.0% | 0.4% | nt | 1.8%[50 µM] | nt | nt | nt | nt | 0.1% | -1.9%
CCn1cc(S(=O)(=O)CC(=O)Nc2ccc3c(c2)OCCO3)c2ccccc21 | 6.6% | 1.7% | i | -0.4% | 8.9 | -7.5 | -7.8% | -0.6% | -0.6% | -4.8%
CCCCc1ncc(CN2CCN(Cc3ccc(C)cc3)C(CCO)C2)[nH]1 (stereo unspecified) | 9.8% | -2.4% | i | 0.3% | 1.5 | 12.7 | -5.7% | -2.1% | 0.2% | -1.7%
NC(=O)CSc1oc(-c2ccco2)nc1S(=O)(=O)c1ccc(Cl)cc1 | 13.1% | 1.7% | nt | -0.1% | nt | nt | nt | nt | -0.9% | -8.3%
Cc1ccccc1NC(=O)NC1(C(=O)N2CCOCC2)CCCCC1 | 19.6% | 1.1% | i | 0.3% | -10.5 | 10.1 | -3.0% | -1.5% | 0.1% | -3.7%
O=C(Nc1cccc(O)c1)N1CCOCC1 | 11.6% | 1.0% | i | 0.2% | -5.5 | -3.8 | -8.2% | -2.2% | 0.1% | -4.8%
COCCN(C(=O)CSc1nnc(-c2ccccc2OC)o1)c1c(N)n(CC(C)C)c(=O)[nH]c1=O | 13.3% | -0.6% | nt | 1.1%[50 µM] | nt | nt | nt | nt | nt | -1.4%
C=CCn1c(=O)c(C(=O)Nc2ccccc2O)c(O)c2ccccc21 | 0.7% | 10.6% | i | -0.1% | -1.5 | -1.5 | -1.4% | -1.1% | -0.4% | -1.6%
CCCCN1CCNC1=S | 5.7% | 1.3% | i | 0.4% | nt | nt | nt | nt | -0.2% | -9.1%
COc1ccccc1CC(=O)Nc1ccc(S(=O)(=O)N2CCCCC2)cc1 | 10.4% | 17.0% | nt | 0.6% | nt | nt | nt | nt | -1.0% | -9.8%
CCC(Sc1nc2ccccc2c(=O)n1CC1CCCO1)C(=O)NCc1cccnc1 (stereo unspecified) | -2.3% | -0.2% | i | 0.4% | -12.7 | -12.7 | 1.3% | 0.1% | 0.5% | 4.1% | Dengue-2 NS5 capping pilot replicate=-3.2
COc1ccc(N2C(=O)C3ON(C4SC(=S)N(C)C4(C)C)C(c4ccc([N+](=O)[O-])cc4)C3C2=O)cc1 (stereo unspecified) | 5.8% | 2.3% | i | -0.3% | -6.2 | 6.1 | -2.6% | -1.9% | 0.3% | -0.8%
CCCCn1c(N)c(N(CCC(C)C)C(=O)C2=NN(c3cc(C)ccc3C)C(=O)CC2)c(=O)[nH]c1=O | 14.7% | -1.0% | nt | 0.6%[50 µM] | nt | nt | nt | nt | nt | 4.3%
COc1ccccc1CNc1nc2nc(C)cc(=O)n2[nH]1 | 0.5% | 0.6% | i | 0.4% | -5.2 | -5.2 | 0.6% | -3.1% | 0.3% | -4.2%
COC(=O)c1ccccc1C(=O)N1CCOCCOCCOCC1 | 4.6% | 1.0% | i | 3.2% | -17.0 | 6.9 | -6.4% | -0.1% | -0.2% | nt
Cc1ccc(Cn2ccc(NC(=O)c3nc4ncccn4n3)n2)cc1 | 9.2% | -1.1% | i | 0.3% | -10.3 | 1.1 | -0.6% | 0.7% | 0.1% | -1.1%
COc1ccc(N2CCN(S(=O)(=O)c3cccc(C(F)(F)F)c3)CC2)cc1 | 0.4% | 2.4% | i | 0.8% | 5.6 | -10.2 | -7.7% | nt | -1.0% | -8.9% | Dengue-2 NS5 capping pilot replicate=-5.5
O=C(O)CC1C(=O)NCCN1Cc1ccc(F)c(F)c1 (stereo unspecified) | 3.5% | 0.4% | i | -0.1% | 8.8 | -5.3 | -10.8% | -1.7% | 0.1% | 0.7%
COc1ccc(-c2nc(C#N)c(N3CCC(C)CC3)o2)cc1 | 7.9% | 21.4% | nt | 0.0% | nt | nt | nt | nt | -0.2% | -2.0%
OCCC1CN(Cc2ccc3nsnc3c2)CCN1CCc1ccccc1 (stereo unspecified) | 0.1% | -0.8% | i | 0.1% | -1.2 | -7.5 | -2.6% | -1.3% | -0.6% | -4.5%
COc1cccc(C(=O)C2CCCN(C(=O)c3ccc(C#CC(C)(C)O)cc3)C2)c1 (stereo unspecified) | nt | -1.5% | i | 0.3% | -2.9 | -10.2 | -2.3% | 0.2% | -1.0% | nt
COc1ccc(Cl)cc1NC(=O)CN1CCN(S(=O)(=O)N2CCCCC2)CC1 | 0.9% | 3.6% | nt | 0.0% | nt | nt | nt | nt | -0.3% | 5.0%
